# Anthrax LF inh2: blocks Bacillus anthracis lethal factor protease. 0.12% of 360,000 active. inhibition, % at 10 µM. AID 588501. multiplex microsphere protease cleavage assay, LF. P15917; note: plate controls were buffer without enzyme for full effect and enzyme alone for no effect
# Target sequence (P15917 whole entry, looked up): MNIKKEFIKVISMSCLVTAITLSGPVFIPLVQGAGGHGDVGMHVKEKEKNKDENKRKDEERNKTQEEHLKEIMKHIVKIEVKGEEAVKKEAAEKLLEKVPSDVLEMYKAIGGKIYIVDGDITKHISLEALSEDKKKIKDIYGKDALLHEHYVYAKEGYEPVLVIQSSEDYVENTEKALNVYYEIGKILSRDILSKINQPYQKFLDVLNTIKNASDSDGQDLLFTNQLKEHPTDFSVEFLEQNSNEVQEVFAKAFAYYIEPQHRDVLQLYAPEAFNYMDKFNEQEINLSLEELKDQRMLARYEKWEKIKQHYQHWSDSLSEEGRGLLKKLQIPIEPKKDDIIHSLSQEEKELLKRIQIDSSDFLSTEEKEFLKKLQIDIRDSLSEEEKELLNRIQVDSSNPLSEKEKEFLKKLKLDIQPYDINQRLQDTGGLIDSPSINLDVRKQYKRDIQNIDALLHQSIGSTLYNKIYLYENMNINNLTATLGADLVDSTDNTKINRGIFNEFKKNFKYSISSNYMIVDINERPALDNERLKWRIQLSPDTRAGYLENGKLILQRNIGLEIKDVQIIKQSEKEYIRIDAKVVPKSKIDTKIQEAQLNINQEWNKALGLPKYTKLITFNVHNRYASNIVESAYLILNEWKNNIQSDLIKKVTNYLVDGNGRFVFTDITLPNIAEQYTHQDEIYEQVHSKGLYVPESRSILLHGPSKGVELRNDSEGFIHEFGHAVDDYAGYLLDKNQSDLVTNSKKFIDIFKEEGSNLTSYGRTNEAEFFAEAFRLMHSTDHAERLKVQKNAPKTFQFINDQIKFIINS
# Y pestis TopoI: inhibitors of Yersinia pestis topoisomerase I; 0.064% of 360,000 active; activity, % at 10 µM; Y. pestis Topo-I cleavage product accumulation, plate reader; AID 504884; in the data active = activity above about 50%, passing the limit was not always enough; note: inactives centre near 2
# 3CLpro inhibitor: SARS-CoV 3CLpro protease inhibition. AID 1706. inhibition, % at 6 µM. recombinant SARS-CoV 3CLpro, quenched FRET peptide cleavage. 0.14% of 290,000 active. P0C6X7; in the data active = inhibition above about 12%
# Vc quorum ag: quorum light induction in luxS cqsA deficient V. cholerae. V. cholerae BH1578 lux reporter, luminescence, 6 h. activation, % at 18.7 µM. 0.16% of 350,000 active; in the data active = activation mostly above about 9.7%, no sharp cut-off; note: not every result past the cut was called active; inactives centre near 0; reference of the scale not given here
# PrPC TRFRET: reduces human prion protein on the cell surface | P04156 | cell surface PrPC, TR-FRET read-out | inhibition, % at 13.8 µM | 0.43% of 370,000 active; in the data active = inhibition above about 24%; note: 0% = median of the test wells and 100% = reference compound wells
# PfHsp40 yeast: restores yeast growth despite PfHsp40 toxicity; S. cerevisiae expressing PfHsp40, growth rescue, ATP luminescence; growth rescue, % at 12.5 µM; 0.68% of 340,000 active; in the data active = growth rescue above about 28%, passing the limit was not always enough;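 note: yeast W303a lacking pdr1 and pdr3 grown in galactose medium; growth measured after three days at 30 °C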
# BoNT-A LC inh2: BoNT A light chain protease inhibition; multiplex microsphere protease substrate cleavage, flow cytometry; inhibition, % at 10 µM; 0.17% of 360,000 active; AID 588499; note: plate controls were buffer without enzyme for full effect and enzyme alone for no effect
# TcdB inh: TcdB glycohydrolase inhibition; TcdB glycohydrolase enzymatic assay, plate reader; inhibition, % at 9.99 µM; 0.24% of 350,000 active; AID 652162; in the data active = inhibition above about 10%
# SSB-PriA inh: blocks PriA binding to SSB C-terminal tail; AID 1272365; inhibition, % at 33 µM; AlphaScreen SSBct-PriA binding, biotinylated peptide; 0.6% of 430,000 active; in the data active = inhibition mostly above about 37%, no sharp cut-off; inactive = mostly below about 20%;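 note: plate controls were negative control peptide for no effect and reference peptide for full effect; strong numbers were not always called active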
# The depositor's hits bear a star; i = inactive; . = no result given. Cut-off read from the data, not from the text of the source, unless noted: active = inhibition above about 30%; inconclusive = no clear call, values can overlap the other calls; inactive = below that.
SMILES,Anthrax LF inh2,Y pestis TopoI,3CLpro inhibitor,Vc quorum ag,PrPC TRFRET,PfHsp40 yeast,BoNT-A LC inh2,TcdB inh,SSB-PriA inh
COc1cc(-c2cc(C(=O)NCCc3ccc(S(N)(=O)=O)cc3)c3ccccc3n2)cc(OC)c1OC,-2,15,-2,-0.4,-17,0.2,0.1,0.3,-16
CCOC(=O)c1cnc2nc(N3CCOCC3)nn2c1N,0,-1,-4,-0.2,11,-0.8,-0.1,0.0,-2
CC(C)(C)c1ccc(OCCC(=O)OCC(=O)NC2CCCCC2)cc1,2,25,.,1.6,-2,1.4,-3.9,0.1,-13
COc1ccccc1C1CCN(Cc2cccc(C(=O)N3CCC(O)CC3)c2)CC1,10,7,4,i,.,-0.1,0.3,.,5
CCOC(=O)c1cnc2ccc(C(=O)OC)cc2c1NCCc1ccc(OC)c(OC)c1,0,-2,3,-0.9,4,-0.9,-0.7,.,-10
COc1ccc(OC)c(CN(CCN2CCOCC2)S(=O)(=O)c2ccc(NC(C)=O)cc2)c1,1,3,3,3.7,17,-1.5,-0.7,1.4,-7
CCn1cc(C(=O)NCCCOC(C)C)c2cc(OC)c(OC)cc2c1=O,-3,2,-1,i,3,-1.3,-0.6,.,9
CCCCOCCCNCC(=O)Nc1ccc(S(N)(=O)=O)cc1,-3,-10,2,-0.3,-8,12,-0.7,0.9,-2
COC(=O)C1(C(=O)OC)C/C=C\CN(S(=O)(=O)c2ccccc2[N+](=O)[O-])CC1,-6,.,.,.,-3,.,0.1,3.4,.
Cc1ccc2cc(CN(Cc3ccc(F)cc3)Cc3nnnn3C3CCCC3)c(=O)[nH]c2c1,0,-1,6,i,0,2.3,1.2,2.2,-1
Cn1ccnc1SCC(=O)c1cccc(C(F)(F)F)c1,0,3,-2,-0.9,-4,0.8,0.1,-0.2,-5
Cc1cc(C)n(CCC(=O)N2CCN(S(=O)(=O)c3ccc(C)c(C)c3)CC2)n1,1,-8,1,-1.6,1,-0.2,-0.3,2.0,4
O=C(NCCCCNC(=O)c1cccnc1Cl)c1cccnc1Cl,3,0,-5,-0.7,1,-0.5,4.7,1.5,-20
O=S(=O)(c1cnccc1N1CCN(CCO)CC1)N1CCCC1,-3,6,.,i,-5,.,0.1,0.5,.
COc1ccc(S(=O)(=O)N2c3ccc(F)cc3CCC2C)cc1 (stereo unspecified),-9,-6,.,-0.3,15,6.1,-3.4,1.2,-23
CC(C)CNC(=S)N(CCN(C)C)Cc1cc2cc3c(cc2[nH]c1=O)OCO3,-8,-8,-4,-0.2,-1,-0.6,5.0,0.6,-8
CC(=NOC(=O)c1ccc(I)cc1)c1nccs1,-8,10,.,i,11,.,-0.3,-1.8,.
Cc1ccc(S(=O)(=O)N2CCCOC2CNC(=O)C(=O)NCc2cccs2)cc1 (stereo unspecified),-2,12,4,-0.4,3,0.5,-0.4,.,-12
CCOC(=O)c1sc2nc(CSc3ccccc3)nc(N3CCC(C(N)=O)CC3)c2c1C,1,0,3,-0.2,2,2.8,-1.5,0.6,1
O=C(CNC(=O)c1ccccc1)Nc1ccsc1C(=O)O,-1,2,3,-0.4,11,-1.5,-0.7,0.9,-8
Cc1ccc(S(=O)(=O)N2C(=O)CCC2C(=O)Nc2ccc3c(c2)OCCO3)cc1 (stereo unspecified),6,-2,-2,-0.3,4,0.9,0.2,.,96*
CC(=O)Nc1cc[n+](C(C)C(=O)c2ccc(Cl)cc2)cc1 (stereo unspecified),2,-2,-3,i,2,1.1,0.5,5.6,-5
COc1cc(C(=O)N2CCN(c3cccc(C)c3C)CC2)cc(OC)c1OC,-7,-2,-4,-0.2,20,-0.2,-0.2,2.1,3
O=C(CSc1nnc(NC(=O)c2c(F)cccc2F)s1)NC1CCCC1,-1,4,-7,-0.2,6,0.3,-0.2,0.7,0
Cc1cc(F)ccc1NCc1ccccc1[N+](=O)[O-],-1,2,-1,0.4,-4,0.8,-0.8,0.5,26
COc1ccc(S(=O)(=O)NCC2CCC(C(=O)O)CC2)cc1 (stereo unspecified),-5,9,1,-1.0,-3,24,-1.5,0.7,2
CCOC(=O)Cc1csc(NC(=O)c2cccc([N+](=O)[O-])c2)n1,7,-2,2,i,-35,1.2,1.9,1.0,2
Cc1nc2cc(NC(=O)Nc3cccc4ccccc34)ccc2n1C,-2,3,-1,-0.3,8,9.5,-0.5,0.4,5
Cc1ccc(S(=O)(=O)N2CCN(C(=O)Cc3ccccc3)CC2)cc1C,5,21,.,-0.6,1,-0.6,0.2,-0.8,-9
O=S(=O)(c1ccc(Cl)nc1)N(Cc1ccccc1)Cc1ccccc1,-2,47,5,-0.2,-7,3.8,-0.6,.,-21
CCOC(=O)C1C(=O)CC(C)(O)C(C(=O)OCC)C1c1cccc(OC)c1 (stereo unspecified),-6,0,6,-1.7,-3,-0.1,-0.2,1.0,-8
COc1cc2[nH]c(=O)n(Cc3ccc(C(=O)NCCCN4CCN(C)CC4)cc3)c(=O)c2cc1OC,2,-3,-4,i,-4,-1.9,-1.8,.,-1
O=C(O)CCCNC(=O)c1ccccn1,1,-9,-2,-0.4,1,-0.2,0.1,-3.3,-6
Cc1ccc(-c2[nH]c(=O)n3ccncc23)s1,1,-1,-5,-0.3,6,0.6,1.0,.,3
COc1ccc(C2=NCCn3nc4cc([N+](=O)[O-])ccc4c32)cc1,1,2,.,i,-4,-2.2,1.0,.,4
COc1ccc(C(=O)/C=C(\C)Nc2ccc(NC(C)=O)cc2)cc1,-3,-6,0,i,0,-1.5,0.4,3.1,.

# Whole records, quoted from the list. Values in the order: Anthrax LF inh2	Y pestis TopoI	3CLpro inhibitor	Vc quorum ag	PrPC TRFRET	PfHsp40 yeast	BoNT-A LC inh2	TcdB inh	SSB-PriA inh
# `Cc1ccc(S(=O)(=O)N2CCN(C(=O)Cc3ccccc3)CC2)cc1C` across the screens: 5	21	.	-0.6	1	-0.6	0.2	-0.8	-9
# `O=S(=O)(c1ccc(Cl)nc1)N(Cc1ccccc1)Cc1ccccc1` across the screens: -2	47	5	-0.2	-7	3.8	-0.6	.	-21
# `O=C(O)CCCNC(=O)c1ccccn1` across the screens: 1	-9	-2	-0.4	1	-0.2	0.1	-3.3	-6
# `COc1ccc(C2=NCCn3nc4cc([N+](=O)[O-])ccc4c32)cc1` across the screens: 1	2	.	i	-4	-2.2	1.0	.	4
# `CCOC(=O)C1C(=O)CC(C)(O)C(C(=O)OCC)C1c1cccc(OC)c1` (stereo unspecified) across the screens: -6	0	6	-1.7	-3	-0.1	-0.2	1.0	-8

# Further compounds follow.
SMILES,Anthrax LF inh2,Y pestis TopoI,3CLpro inhibitor,Vc quorum ag,PrPC TRFRET,PfHsp40 yeast,BoNT-A LC inh2,TcdB inh,SSB-PriA inh
CSCCC(NS(=O)(=O)c1ccc(C)cc1)C(=O)N1CCN(S(=O)(=O)c2ccc(F)cc2)CC1 (stereo unspecified),7,42,.,i,-2,0.0,-3.9,2.2,-9
COc1ccc(C)cc1Nc1nc(-c2c[nH]c3ccccc23)cs1,-4,-37,3,-0.3,5,-0.7,25,0.7,-3
CCc1ccc(NC(=O)CSCCO)cc1,2,3,0,-0.1,6,-1.5,-1.1,0.7,2
CC(C)[C@H](NC(=O)N1C[C@H]2C[C@@H](C1)c1cccc(=O)n1C2)C(=O)Nc1ccccc1F,1,1,-2,-0.4,-1,-0.3,0.2,0.6,.
CNC(=O)C1CN(C(=O)c2cccc(S(=O)(=O)N3c4ccccc4CC3C)c2)c2ccccc2O1 (stereo unspecified),2,6,.,-0.7,5,1.3,-0.3,-3.4,-2
CS(=O)(=O)N(CC(=O)Nc1cccnc1)c1ccc2c(c1)OCO2,-3,-9,3,-2.5,3,-0.7,-0.7,.,-22
COC(=O)c1ccccc1NC(=O)c1ccccc1OC,-4,10,-3,1.9,-3,1.6,-1.0,.,-38
COc1ccc(S(=O)(=O)N2CCOCC2)cc1NC(=O)COC(=O)CCOc1ccc(C)cc1,3,35,.,i,-2,-0.8,-0.3,0.0,-7
CCCCN(C)C1CCN(C(=S)Nc2cccc(SC)c2)CC1,-3,7,5,2.2,6,-1.0,-1.0,0.1,-6
CC1=CC(C)(C)NC(=S)N1c1ccccc1,3,0,-6,i,1,-0.4,2.0,1.2,1
CCN1CCN(P2(=O)C=C(c3ccccc3)OC(c3ccccc3)=C2)CC1,2,6,-1,i,-14,-0.3,-0.2,0.7,-22
CCC1=C2CC[C@H]3C(=O)N(C)C(=O)[C@H]3[C@H]2[C@@]2(Cc3ccccc3)C(=NCCOC)OC(=O)N2C1=O,-2,-13,.,-0.3,4,-2.4,-0.2,0.9,-4
CN(C)c1ccnc(Oc2ccc(F)cc2)c1C#N,2,2,-2,i,5,0.3,-0.5,1.4,-2
COC(=O)C1=C(c2cccc(OCc3ccccc3)c2)C[C@@H]2CC[C@H]1N2C(=O)NCc1ccc(C(F)(F)F)cc1,1,36,.,i,11,0.0,-0.2,8.7,-17
Cc1ccc(-c2cnc(C(O)c3cc(F)cc(Cl)c3)[nH]2)cc1 (stereo unspecified),-4,3,.,0.4,7,.,-0.1,0.9,.
Cc1cc(=O)n2[nH]cnc2n1,0,-5,0,-0.3,0,0.3,-0.3,1.2,-13
Cc1cc(C(F)(F)F)n(-c2nc(C(=O)Nc3cccnc3)cs2)n1,4,6,3,-3.3,2,-1.6,0.5,0.4,1
Cc1cc(C)c(NC(=O)CSCc2c(C)noc2C)c(Cl)c1,-2,13,.,7.0,-2,1.6,5.3,0.5,-7
O=C(Nc1cccnc1)c1ccc(NS(=O)(=O)c2cccc([N+](=O)[O-])c2)cc1,-7,4,3,i,-5,-0.3,-3.8,1.3,-3
CCOC(=O)c1sc(NC(=O)CCCCl)nc1C,-2,3,-1,-0.3,3,0.2,-2.1,.,15
CC1CCN(C(=O)COC(=O)c2ccccc2NCCO)CC1,1,12,.,i,-6,.,-0.4,1.1,.
O=[N+]([O-])c1ccc(N2CCN(CC(O)COc3ccccc3)CC2)cc1 (stereo unspecified),-1,0,7,-0.3,-7,2.5,0.4,-1.6,-9
Cc1cc(C)c(S(=O)(=O)N(C)CC(=O)NCc2ccncc2)c(C)c1,-2,1,6,-0.3,6,-0.3,1.3,0.9,-8
O=C(Cc1ccc([N+](=O)[O-])cc1)NCC1CCCO1 (stereo unspecified),-2,-5,1,-0.2,-8,-0.4,0.1,0.8,-6
CCOC(=O)C(=CNc1ccc(NC2=NCC(C)S2)cc1)C(=O)OCC (stereo unspecified),-1,2,-5,i,14,-1.9,-0.1,0.0,-15
CCN(CC(=O)Nc1ccc(S(=O)(=O)N2CCCC2)cc1)CC(=O)Nc1cccc(OC)c1,-4,6,0,i,2,0.8,-0.5,-2.1,-15
O=C(/C=C/c1ccccc1Cl)NCCN1CCOCC1,-1,-7,2,i,-7,0.4,-0.6,-0.7,-1
CCS(=O)(=O)N1CCC(N2CCC(C)CC2)CC1,-1,7,-3,-0.2,-5,0.2,-0.9,0.3,-2
O=C(C1CCCN(S(=O)(=O)c2cccc3nonc23)C1)N1CCN(c2ccccc2)CC1 (stereo unspecified),-1,10,8,0.5,-23,4.6,0.4,0.7,3
CCc1ccc(Nc2nc(C)cc(C)n2)cc1,6,8,-3,0.0,-4,0.4,-11,2.3,-18
O=C(NCc1cccnc1)C1CCCCN1S(=O)(=O)c1ccc(F)cc1 (stereo unspecified),-1,10,4,-0.3,2,0.6,-1.0,.,-25
CC1(C(=O)NCCc2ccccc2)Cc2c(-c3ccc4c(c3)OCO4)ccnc2O1 (stereo unspecified),-5,23,.,i,10,.,-0.3,-1.7,.
COc1ccc(NC(=O)C2CCCN(S(=O)(=O)c3c(C)n[nH]c3C)C2)cc1OC (stereo unspecified),0,-1,0,-0.6,-6,-0.2,-0.8,0.8,1
Cc1c(C(=O)NCc2ccccn2)oc2c(Cl)cccc12,4,5,.,0.4,-6,0.5,0.2,1.9,-21
CCS(=O)(=O)N1Cc2ccccc2CC1C(=O)Nc1ccc(NC(C)=O)cc1 (stereo unspecified),-3,5,-3,.,1,-0.6,0.2,.,-2
O=C(NNC(=O)c1ccccc1-n1cccc1)c1cccc(Cl)c1,3,-7,2,i,-1,-0.8,0.3,.,3
COc1ccccc1CC(=O)NNC(=O)c1ccco1,-2,2,-1,0.1,-7,-0.1,-1.5,-0.1,-10

# A portion of the library. The share of hits here may be higher or lower than overall.
